PKA-R1A act: activators of PKA-R1A holoenzyme, primary screen, biochemical, fluorescence polarization, Cy5-IP20, bovine R1A, mouse PKAc; AID 504707, 2011; 340,000 compounds, 0.083% hits; activation, % at 11.4 µM; cAMP-dependent protein kinase type I-alpha regulatory subunit (Bos taurus) + …; PKA-R1A dissociation; scaled: DMSO 0%, 113 µM cGMP 100%;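 active = percent activation above the mean of all tested compounds plus 3 SD, cut at about 19% in these data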;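 note: higher means more PKAc released from R1A so a rise in polarization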
E coli growth: E. coli V3065 growth inhibition, primary screen, counter-screen for AddAB inhibitor project, absorbance, OD600 | inhibition, % at 11.9 µM | 18 h | AID 449728, 2010 | 330,000 compounds, 0.27% hits;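 active = inhibition above the campaign's mean inhibition across all tested compounds plus 3 SD, cut at about 9.9% in these data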;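 note: uninfected addAB+ strain grown without phage in ampicillin broth; 0% = DMSO wells and 100% = ciprofloxacin 0.95 µg/ml wells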
MOR-DOR ag: agonists of OPRM1-OPRD1 heterodimerization, primary screen, cell-based, luminescence | Mu-type opioid receptor (Homo sapiens) + Delta-type opioid receptor (Homo sapiens), … | activation, % at 9.3 µM | cells | 340,000 compounds, 0.3% hits; in the data active = activation above about 18%;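 note: 0% = vehicle-treated cells and 100% = reference agonist; values of inactives mirror those of a sister screen read the other way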
OPRM1-OPRD1 inv: inverse agonists of MOR-DOR heterodimerization, primary screen, cell-based, luminescence; inhibition, % at 9.3 µM; 340,000 compounds, 0.21% hits; cell-based MOR-DOR heterodimer luminescence, inverse agonism; AID 504357, 2011; in the data active = inhibition above about 22%, passing the limit was not always enough;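 note: 0% = cells with DMSO and 100% = wells without cells with DMSO; values of inactives mirror those of a sister screen read the other way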
Mot1-301 SUMO: yeast Mot1-301 growth rescue at high temperature, primary screen, SUMOylation pathway inhibitor project, S. cerevisiae, ATP luminescence, 38.5C; S. cerevisiae Mot1-301 growth rescue; percent above DMSO median, 100 means doubled; AID 2716, 2010; growth rescue, % at 18.8 µM; 320,000 compounds, 1% hits;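 active = every valid replicate shows activation above 250% relative to neutral control wells; inactive = the rest, any valid replicate at or below 250%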;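 note: OY570 slx delta 5 strain wells were the positive control but not used for scaling; some compounds called inactive have numbers as strong as hits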
HTR5A inv ctr: HTR5A inverse agonists in luminescence cell assay, primary screen, counter-screen for OPRM1-OPRD1 heterodimer inverse agonist project, full-deck HTS | 5-hydroxytryptamine receptor 5A (Homo sapiens), P47898 | HTR5A cell line, inverse agonism | inhibition, % at 9.3 µM | 340,000 compounds, 0.083% hits; in the data active = inhibition mostly above about 23%, no sharp cut-off; inactive = mostly below about 18%;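 note: 0% = cells with DMSO and 100% = no-cell wells with DMSO; some compounds called inactive have numbers as strong as hits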
DSG3 Ab inh: inhibitors of pemphigus antibody binding to DSG3, primary screen, biochemical, bead-based, flow cytometry, scFv-GFP; DSG3-coupled beads, scFv-anti-DSG3-GFP binding; stronger effect = lower value; binding (percent of control), % at 10 µM; 310,000 compounds, 0.48% hits; AID 588358, 2011;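 active = binding more than 3 SD below its plate's average and above zero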; note: some compounds called inactive have numbers as strong as hits
Target sequence (P32926 whole entry, looked up): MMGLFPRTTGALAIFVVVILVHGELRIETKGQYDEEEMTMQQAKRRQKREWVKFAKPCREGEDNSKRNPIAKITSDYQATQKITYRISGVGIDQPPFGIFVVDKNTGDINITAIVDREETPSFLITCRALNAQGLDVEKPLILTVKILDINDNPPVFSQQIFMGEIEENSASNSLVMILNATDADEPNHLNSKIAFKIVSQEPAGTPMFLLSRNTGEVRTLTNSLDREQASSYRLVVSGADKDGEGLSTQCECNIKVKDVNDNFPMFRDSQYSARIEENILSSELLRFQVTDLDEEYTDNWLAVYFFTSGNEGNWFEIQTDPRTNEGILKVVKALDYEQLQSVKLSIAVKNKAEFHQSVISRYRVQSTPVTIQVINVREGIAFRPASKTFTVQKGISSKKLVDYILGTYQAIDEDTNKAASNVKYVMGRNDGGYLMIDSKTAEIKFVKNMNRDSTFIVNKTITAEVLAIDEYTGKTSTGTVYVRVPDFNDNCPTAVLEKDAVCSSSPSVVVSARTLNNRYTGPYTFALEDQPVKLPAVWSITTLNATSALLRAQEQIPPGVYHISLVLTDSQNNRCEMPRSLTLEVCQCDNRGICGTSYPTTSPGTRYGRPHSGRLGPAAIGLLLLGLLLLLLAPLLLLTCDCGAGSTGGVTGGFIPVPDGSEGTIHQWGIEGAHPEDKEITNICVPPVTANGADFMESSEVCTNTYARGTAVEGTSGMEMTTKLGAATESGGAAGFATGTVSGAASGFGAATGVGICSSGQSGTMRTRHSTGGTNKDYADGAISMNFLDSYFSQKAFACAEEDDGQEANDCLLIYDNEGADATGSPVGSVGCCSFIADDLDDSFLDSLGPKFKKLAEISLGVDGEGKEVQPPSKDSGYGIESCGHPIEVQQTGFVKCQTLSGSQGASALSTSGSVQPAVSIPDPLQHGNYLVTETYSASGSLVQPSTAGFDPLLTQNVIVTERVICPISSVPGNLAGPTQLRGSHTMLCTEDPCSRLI
HTR5A ag: HTR5A agonists in luminescence cell assay, primary screen, counter-screen for OPRM1-OPRD1 heterodimer agonist project, full-deck HTS; 5-hydroxytryptamine receptor 5A (Homo sapiens), P47898; cell-based; activation, % at 9.3 µM; 340,000 compounds, 0.61% hits; AID 504692, 2011; in the data active = activation mostly above about 9.5%, no sharp cut-off; inactive = mostly below about 7.6%;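 note: 0% = cells with vehicle only and 100% = reference agonist; strong numbers were not always called active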
AddAB inh: growth inhibition of E. coli expressing H. pylori AddAB, primary screen, AddAB inhibitor project, absorbance. AID 435030, 2010. 330,000 compounds, 0.29% hits. inhibition, % at 11.9 µM; in the data active = inhibition above about 12%;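 note: 0% = vehicle wells of infected cells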
phage Ecoli inh: growth loss of phage-infected E. coli, primary screen, RecBCD inhibitor project, absorbance, with phage, HTS; inhibition, % at 11.9 µM; 360,000 compounds, 0.26% hits; AID 651602, 2012; in the data active = inhibition above about 11%
PfHsp90 yeast 2: growth inhibition of PfHsp90-expressing yeast, primary screen, antimalarial PfHsp90 inhibitor project, S. cerevisiae, BacTiter-Glo luminescence, single point, set 2 | BacTiter-Glo ATP, 48 h; yeast lacking PDR1 and PDR3 efflux regulators | inhibition, % at 9.4 µM | 310,000 compounds, 0.32% hits | AID 504621, 2011;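 active = every replicate shows inhibition above about 80%, whatever the replicate mean, limit read from the data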;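 note: 0% = DMSO neutral controls and 100% = 20 µM radicicol positive controls; yeast relying on Plasmodium falciparum Hsp90 in place of its own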
An asterisk follows results filed as active; · = not tested or not shown. No enrichment for hits; about 3.2% have a hit in one of these screens.

SMILES	PKA-R1A act	E coli growth	MOR-DOR ag	OPRM1-OPRD1 inv	Mot1-301 SUMO	HTR5A inv ctr	DSG3 Ab inh	HTR5A ag	AddAB inh	phage Ecoli inh	PfHsp90 yeast 2
Cc1ccc(NC(=O)c2cc(N3C(=O)C=CC3=O)ccc2Cl)cc1C	0	-3.2	0.6	-3	132	12	89*	-5	1.1	0.6	110*
COc1ccc(S(=O)(=O)Nc2cccc(NC(C)=O)c2)cc1	-7	2.3	-1.4	8	0	-2	130	-2	1.8	1.9	·
O=C(NC(Cc1ccccc1)C(=O)O)/C(=C/c1ccc(F)cc1)NC(=O)c1ccccc1 (stereo not given)	-8	-0.7	-2.8	17	374	7	84	-3	2.3	5.0	·
CN(C)/C=C1\Oc2ccc3ccccc3c2C1=O	14	1.3	0.5	-3	1	10	94	-4	1.2	1.7	6
COc1ccccc1CNC(=O)C(NS(=O)(=O)c1cccc2nsnc12)C(C)C (stereo not given)	-1	0.3	-1.6	9	-10	12	87	5	0.1	1.6	-6
Cc1ccc(CN2CCSc3sccc3C2=O)cc1	-9	3.1	-1.7	8	69	-12	104	4	-1.2	1.7	20
CCN(c1ccccc1)S(=O)(=O)c1cc(NC(=O)CSc2n[nH]c(=O)[nH]c2=O)ccc1Cl	-8	-1.0	-1.5	8	10	-18	98	1	-3.7	-0.9	18
O=C(c1cc(-c2ccccc2)nc2ccccc12)N1N=C(C(F)F)CC1(O)C(F)F (stereo not given)	9	-0.8	6.2	-33	4	-12	97	3	1.1	1.6	6
Cn1cnnc1SC1c2cccc3cccc(c23)C1NS(=O)(=O)c1ccc(Cl)cc1 (stereo not given)	-13	-1.7	-0.3	1	3	1	104	0	-0.5	5.1	-6
O=C(N1CCCCCC1)n1c(Cc2ccccc2)nc2ccccc21	3	-2.8	-1.8	11	98	-7	·	-3	-0.7	1.3	32
CCN(c1cccc(C)c1)S(=O)(=O)c1ccc2c(c1)NC(=O)CCS2	-7	0.4	-1.4	8	-2	3	·	-4	1.6	-0.3	-7
Cc1nnc(C)n1N	1	-0.5	-1.2	6	-3	-2	101	1	2.1	0.3	-3
CC1CCCN(CCCOc2ccc(Br)cc2Cl)C1 (stereo not given)	-13	1.5	2.1	-10	87	-6	107	-1	0.6	2.5	2
CCCN1CCN(C(=O)C2CCCN(c3ncnc4c3nc3n4CCCCC3)C2)CC1 (stereo not given)	8	0.1	-1.4	8	-6	15	·	1	-0.6	1.4	-29
O=C(Cn1cc2c(n1)CCCC2)NCc1ccccn1	0	1.5	-1.0	5	7	10	99	-4	1.8	0.0	25
Cc1ccc(NC(=O)CSc2nnc(C3CC3)n2CC2CCCO2)c(C)c1 (stereo not given)	3	0.9	-1.3	8	-18	1	·	-3	1.6	2.9	-18
CCCC(=O)Nc1cccc(NC(=O)c2ccc3c(c2)OCO3)c1	3	1.3	-2.2	14	1	-4	·	5	9.3	4.6	16
COc1cccc(NC(=O)COc2coc(CN3CCN(c4ccccc4)CC3)cc2=O)c1	-1	1.3	5.5	-36	·	-7	103	1	1.3	1.8	-6
O=C(Cn1cc(/C=N/O)c2ccccc21)N1CCOCC1	12	-1.6	-2.4	13	45	-1	100	3	-1.1	1.6	-8
CCOCCCNc1nc2c([nH]1)c(=O)n(C)c(=O)n2C	2	-2.9	-1.4	8	42	-34	119	-3	1.7	4.4	8
O=C(NN=C1CCCCCC1)c1ccncc1	-2	·	-3.5	20	10	6	114	-2	·	3.2	-7
CNC(=O)c1ccc(CN(C)CC(=O)Nc2ccccc2C(=O)NC2CC2)cc1	-4	-2.0	-1.8	7	-17	-9	·	-1	0.8	3.6	23
O=C(Cn1nnc(-c2ccc(F)cc2)n1)OCC(=O)c1ccccc1	3	0.7	1.2	-6	-13	-18	94	4	2.0	2.2	-10
CS(=O)(=O)N1CCc2cc(C(=O)Nc3ccc(O)cc3)ccc21	0	-0.3	-0.3	2	-10	-1	115	0	3.5	-1.6	1
CC(C)CCN1C(=O)c2ccc(C(=O)Nc3cc(C(=O)O)cc(C(=O)O)c3)cc2C1=O	1	·	-1.6	9	-7	9	113	1	·	-1.0	24
CCCNC(=O)CS(=O)Cc1nc(-c2ccccc2C)oc1C (stereo not given)	5	0.7	0.2	-1	0	-12	103	1	-0.2	2.7	11
CC(C)(C)OC(=O)[C@H](NC(=O)OCc1ccccc1)c1ccccc1	1	0.4	1.8	-10	-6	-19	96	5	1.4	0.2	15
Cn1c(=O)[nH]c(NCCc2ccc(O)cc2)c([N+](=O)[O-])c1=O	-3	-1.9	-3.1	15	8	0	103	-3	4.0	0.8	-7
CCSc1nc2c(c(=O)[nH]1)C(c1cccnc1)C(C(=O)OC)=C(C)N2 (stereo not given)	20*	-1.0	-1.4	6	-4	-10	·	4	5.5	1.4	1
CCOC(=O)c1c(-c2ccccc2)csc1NC(=O)CSc1nncs1	-2	1.2	-2.0	10	-16	-2	101	5	2.2	0.8	-1
CC(=O)Nc1ccc(C(=O)NNC(=O)Cc2ccccc2)cc1	-10	0.2	-2.9	14	159	-11	96	7	-0.1	1.3	2
COc1cccc(/C=C(\C#N)c2nc3ccccc3[nH]2)c1OCC(=O)O	-6	-1.9	-0.8	4	204	-1	106	0	2.8	1.4	-3
CN(C(=O)COC(=O)C1CCN(S(=O)(=O)c2ccc3c(c2)OCCO3)CC1)C1CCS(=O)(=O)C1 (stereo not given)	-7	1.9	-1.9	10	-7	6	115	-2	0.3	3.7	10
CN=C1S/C(=C\c2ccc(O)c(Br)c2)C(=O)N1C	5	-1.7	-2.6	12	-26	-7	111	2	-1.5	-0.2	28
COc1ccc(OCCC(=O)Nc2ccc(S(N)(=O)=O)cc2)cc1	0	-0.4	0.5	-4	5	11	·	-4	3.5	3.6	0
O=S(=O)(Cc1ccccc1)Nc1ccccc1	2	-0.9	-2.5	12	5	9	102	-3	6.0	-1.2	-6
Cc1cc([N+](=O)[O-])nn1CCCC(=O)Nc1cccc(Cl)c1Cl	-10	0.1	-2.1	11	17	9	86	5	-0.9	1.0	-10
O=C(O)COc1ccccc1/C=N/NC(=O)c1cccc(S(=O)(=O)N2CCOCC2)c1	-17	-1.9	-3.5	16	-3	16	·	1	-1.4	-2.0	10
O=C(Cc1cccs1)N(Cc1ccco1)C1(C(=O)NC2CCCCC2)CCCCC1	0	-1.2	0.6	-4	188	-5	99	-3	-1.1	1.0	-12
Cc1ccc(S(=O)(=O)n2nc(C)cc2N)cc1	-17	0.2	-0.2	1	3	6	98	-2	2.1	2.0	-13
Cc1ccc(C(=O)N/C(=C\c2cccc([N+](=O)[O-])c2)C(=O)NCc2ccncc2)cc1	-7	2.1	-1.3	8	8	-7	95	3	1.7	·	-2
Cc1cnc(NC(=O)c2ccccn2)s1	4	-6.4	-1.3	7	-2	-4	81	1	-4.7	-6.6	4
O=C(/C=C/c1ccc(Cl)cc1Cl)c1cccnc1	-3	0.2	2.1	-10	104	9	92	-3	1.2	1.5	-27
O=C(OCc1nc2ccccc2c(=O)[nH]1)c1cccs1	4	0.8	-1.3	7	9	15	100	1	2.4	2.2	·
O=C(NNC(=O)c1cccs1)c1ccc(S(=O)(=O)N2CCCCC2)cc1	-13	-0.8	-3.6	17	-5	-2	81	0	2.5	2.8	14
N[C@@H](Cc1ccccc1)c1nnc(SCc2ccccc2Cl)o1	5	-2.0	0.8	-4	-9	7	97	-3	0.8	2.6	·
O=C(CCC1CCCCC1)NCCS(=O)(=O)N1CCN(c2ccccc2)CC1	0	-1.5	0.6	-3	15	10	104	-4	0.3	2.6	·
Cc1ccc(NC(=O)c2cc(=O)[nH]c3ccc(S(=O)(=O)N4CCOCC4)cc23)nc1	-3	-0.1	-1.5	10	3	-2	101	2	-0.8	1.9	·
CCc1cc2c3c(c1)C1(C(=O)N3C(C)(C)C=C2C)C(C#N)=C(N)Oc2[nH]c(=O)[nH]c(=O)c21 (stereo not given)	-1	0.0	3.4	-17	286	11	99	-4	-0.7	4.0	4
COc1ccccc1NC(=O)COC(=O)c1ccc([N+](=O)[O-])s1	-3	-0.7	2.9	-15	-1	19	124	-4	-0.1	-3.2	·
COc1ccccc1CNC(=O)C(=O)NCC1OCCN1S(=O)(=O)c1ccccc1 (stereo not given)	-6	2.6	-2.0	14	-15	9	105	3	-2.8	-1.1	4
CCCNC(=O)C/C(C)=N/NC(=O)C(=O)Nc1ccccn1	2	-1.4	-0.9	4	70	5	100	3	3.0	2.7	-4
COc1cc2cc(CCCOC(=O)c3ccc(C(F)(F)F)cc3)oc(=O)c2cc1OC	1	0.0	0.2	-1	-12	-9	100	-1	-0.1	-0.6	-31
COc1ccc(Cc2noc(CN3CCCN(Cc4ccc(F)cc4)CC3)n2)cc1OC	-6	-1.2	-3.9	18	-9	-12	90	1	3.2	2.6	-9
COc1ccc(C2NC(=O)CCC2[N+](=O)[O-])c(OC)c1 (stereo not given)	-4	-1.1	-0.8	4	7	8	118	4	2.2	1.8	22
O=[N+]([O-])c1ccc(N2CCN(c3ccc(F)cc3)CC2)cn1	1	1.1	1.8	-14	-15	-4	95	-1	4.2	1.7	-18
CC(=O)N1CCOc2ccc(S(=O)(=O)N(C)c3cccc(C)c3)cc21	0	-1.9	-1.7	9	-7	-11	94	3	0.8	0.9	14
Cc1ccc(C)c(N2CCN(C(=O)Cn3c(=O)oc4cc(S(=O)(=O)N5CCCC5)ccc43)CC2)c1	4	1.0	-0.4	2	3	5	103	-2	0.9	·	-35
CCOc1ccc(/C=N/Nc2cc(N3CCOCC3)nc(C)n2)c(O)c1	-4	-1.2	0.1	-1	-26	16	97	-4	5.0	-2.4	-12
Cc1ccc(C(=O)OCC(=O)Nc2ccccc2Cl)c(O)c1	-4	-1.0	3.9	-21	44	-8	97	2	0.8	2.0	-13
COc1ccccc1C(CNC(=O)c1ccc(C)c(S(=O)(=O)N2CCCCC2)c1)N(C)C (stereo not given)	1	-1.1	33*	-132	54	16	·	-6	-0.9	1.6	-31
Cc1nn2c(COc3ccc(NC(=O)c4ccccc4)cc3)nnc2c2ccccc12	-4	-1.6	-0.1	1	-6	-13	104	-5	-2.0	5.6	-14

Source: PubChem BioAssay (several laboratories)
